E coli WT exp: growth inhibitors of E. coli BW25113 wild type | OD600 absorbance | growth inhibition, % at 100 µM | actives 0.15% (n = 98,000) | AID 710;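 active = growth inhibition above about 50% at one test dose, limit read from the data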;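 note: growth measured after 20 h incubation at 37 °C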
CYP2C19 act: activators of human cytochrome P450 2C19. AID 1025. 96,000 tested, under 10 active. P33261. activation factor at 5 µM. recombinant CYP2C19, luciferin-H EGE luminescence; hits give high values; 0 = fully inhibited enzyme, 1 = untreated enzyme;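 active = activation factor of at least 2 at 5 µM in the primary screen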;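 note: 0 = wells with 2.5 mM tranylcypromine and 1 = vehicle-only wells; values of inactives mirror those of a sister screen read the other way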
PostGolgi yeast: growth inhibition of a yeast mutant, post-Golgi transport screen | AID 739 | post-Golgi transport phenotypic cell assay | inhibition, % at 10 µM | actives 0.9% (n = 98,000); in the data active = inhibition above about 30%;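 note: yeast cells grown in 1536-well plates; yeast grown about 18 h at 30C before absorbance read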
CYP2C9 act: activators of human CYP2C9 | P11712 | recombinant CYP2C9, luciferin-H conversion, luminescence; hits give high values; factor 1 = untreated enzyme, 0 = blocked | activation factor at 5 µM | actives 1.4% (n = 96,000);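 active = activation factor of 2 or more for CYP2C9 at a 5 µM dose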;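 note: 0 = sulfaphenazole-blocked wells and 1 = vehicle-only wells; values of inactives mirror those of a sister screen read the other way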
Target sequence (P11712 whole entry, looked up): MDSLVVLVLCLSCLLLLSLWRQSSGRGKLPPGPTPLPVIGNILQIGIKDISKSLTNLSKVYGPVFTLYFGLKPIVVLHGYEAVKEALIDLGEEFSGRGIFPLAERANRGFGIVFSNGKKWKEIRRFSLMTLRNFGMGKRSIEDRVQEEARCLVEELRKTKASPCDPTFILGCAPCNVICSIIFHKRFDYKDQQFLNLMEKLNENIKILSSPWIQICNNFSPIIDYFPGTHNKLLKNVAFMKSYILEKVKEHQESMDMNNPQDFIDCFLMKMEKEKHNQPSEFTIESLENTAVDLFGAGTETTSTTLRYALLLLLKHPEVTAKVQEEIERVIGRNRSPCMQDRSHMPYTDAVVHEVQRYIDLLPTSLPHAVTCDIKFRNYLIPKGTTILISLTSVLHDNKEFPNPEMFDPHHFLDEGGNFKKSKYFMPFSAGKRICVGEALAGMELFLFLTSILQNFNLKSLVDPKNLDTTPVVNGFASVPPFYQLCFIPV
PTK2B oligo ant: blocks oligomerization of human Pyk2 in cells; Q293 cells, Pyk2 FERM NanoBiT luminescence; hits give low values; z-score (the deposit names both 25 µM and 10 µM); actives 0.83% (n = 99,000); AID 1347419;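 active = Z-score of -3 or lower, scaled per plate to the spread of control and sample wells; inactive = z-score above -3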;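 note: negative z-score means lost luminescence so less FERM oligomerization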
CYP2C9 inhib: inhibitors of human CYP2C9 | CYP2C9 Supersomes, luciferin-H conversion, luminescence | inhibition, % at 5 µM | actives 20% (n = 96,000) | AID 777;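 active = blocking of liver enzyme CYP2C9 beyond about 50% at 5 µM, limit read from the data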; note: values of inactives mirror those of a sister screen read the other way
PLAP activator: human PLAP activation; P05187; purified PLAP enzyme, luminescent substrate read-out; hits give high values; activation fold at 20 µM; actives 1.2% (n = 96,000); AID 696; in the data active = activation fold above about 2
Target sequence (P05187 whole entry, looked up): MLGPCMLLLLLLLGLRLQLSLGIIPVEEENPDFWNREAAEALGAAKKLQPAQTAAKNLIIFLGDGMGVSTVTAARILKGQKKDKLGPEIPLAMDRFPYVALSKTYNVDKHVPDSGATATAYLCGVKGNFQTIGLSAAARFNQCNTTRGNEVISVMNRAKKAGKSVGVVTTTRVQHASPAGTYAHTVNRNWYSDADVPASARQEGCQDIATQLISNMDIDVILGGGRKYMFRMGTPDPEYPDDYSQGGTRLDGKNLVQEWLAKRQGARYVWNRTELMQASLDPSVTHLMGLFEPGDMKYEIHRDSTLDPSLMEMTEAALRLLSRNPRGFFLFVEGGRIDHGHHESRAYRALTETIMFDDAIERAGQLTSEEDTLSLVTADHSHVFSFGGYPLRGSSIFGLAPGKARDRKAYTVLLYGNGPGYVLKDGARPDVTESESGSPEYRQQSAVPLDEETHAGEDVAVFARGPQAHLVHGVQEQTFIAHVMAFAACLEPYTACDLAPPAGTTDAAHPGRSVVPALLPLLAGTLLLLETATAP
CYP2C19 inh: blocks human cytochrome P450 2C19; P33261; CYP2C19 Supersomes, luciferin-H EGE luminescence, 30 min; inhibition, % at 5 µM; actives 21% (n = 96,000); AID 778;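 active = CYP2C19 inhibition above a set limit at 5 µM in the primary screen, cut at about 50% in these data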;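 note: plate controls were negative control wells for no effect and 2.5 mM tranylcypromine positive control for full effect; values of inactives mirror those of a sister screen read the other way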
EphB4 ephrin blk: EphB4-ephrin-B2 interaction antagonism; EphB4 LBD / TNYL-RAW-Alexa532 peptide, fluorescence polarization; inhibition, % at 7 µM; actives 0.15% (n = 97,000); AID 720;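 active = inhibition above the screen-wide mean inhibition plus 3 SD, cut at about 15% in these data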;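 note: 0% = DMSO wells and 100% = excess unlabeled TNYL-RAW peptide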
* marks the source's active call; other numbers are inactive results; · = no result given.

SMILES	E coli WT exp	CYP2C19 act	PostGolgi yeast	CYP2C9 act	PTK2B oligo ant	CYP2C9 inhib	PLAP activator	CYP2C19 inh	EphB4 ephrin blk
COC(=O)c1oc2ccc(Br)cc2c1NC(=O)CCN1CCOCC1	3.0	0.6	-3.8	0.4	0.34	55.2*	1.5	44.9	1.6
CCOC(=O)N1CCN(c2c(NCCCN(CC)CC)c(=O)c2=O)CC1	-1.0	1	-5.9	1.3	-0.14	-28.5	1.2	-4.9	1.9
CC1(C)NC(=O)N(CCOCCOc2ccc3ccccc3c2Br)C1=O	4.0	0.1	-11.2	1	-0.83	-3.6	1.7	87.8*	2.2
Cc1ccc(-c2cc(-c3ccccc3)[nH]c(=S)c2C#N)cc1	8.0	1	-1.7	0.6	0.97	41.7	1.1	1.0	2.9
C=CCN1C(=O)CSc2ccc(C(=O)OCC)cc21	2.0	0.9	1.4	0.9	1.16	13.2	1	13.0	1.8
CCOC(=O)N1CCC(NC(=O)c2cc(C(=O)NCC(OC)OC)ccc2CO)CC1	7.0	1	-2.3	1	0.82	-2.3	0.9	-3.5	7.3
Cc1cc2ccccc2n1CCNC(=O)C1CCCCC1	7.0	0.3	-6.2	0.6	·	38.4	1.2	68.5*	5.5
CCCCNC(=O)c1cc2n(n1)C(C(F)(F)F)CC(c1ccccc1)N2 (stereo not drawn)	-4.0	0.9	1.1	0.8	0.98	19.2	0.8	5.3	-1.7
COc1cc(OC)c2nc(C)c3c(c2c1)N(c1ccc(O)cc1)CC3	10.0	0.7	-2.7	1	-1	0.5	0.7	27.4	4.6
CC(=O)NC(=O)Nc1sc(=S)n(C)c1C	2.0	0.9	-1.8	0.9	0.56	7.0	0.8	11.3	-1.9
CC1CCCCN1C(=O)CN1C(=O)CN(C)C(=O)c2ccccc21 (stereo not drawn)	4.0	0.8	-4.2	0.9	-0.17	12.6	1	17.0	-0.9
Cc1cccc(NC(=S)N(CCc2nc3cc(C)c(C)cc3[nH]2)Cc2cccnc2)c1	-3.0	0.6	0.0	0.7	-1.36	31.5	1	44.7	4.5
CCN(CC)CCCN1C(=O)C(O)=C(C(=O)c2ccc(C)o2)C1c1cccs1 (stereo not drawn)	·	1	·	1.1	·	-9.2	1.1	-1.2	·
Cc1cccc2cc(CN(Cc3nnnn3Cc3ccccc3)C3CCCC3)c(=O)[nH]c12	-14.0	0.1	-5.0	0.1	-0.02	91.5*	1.2	94.6*	9.4
CSc1nnc(-c2cc3c(-c4ccccc4)nn(C)c3s2)n1C	6.0	1	2.1	0.8	0.37	15.8	1.4	4.1	-1.1
Cc1cc(C)c(C(=O)COC(=O)[C@H](C)Nc2ccc(C(F)(F)F)cc2[N+](=O)[O-])c(C)c1	-5.0	0.2	2.0	0.1	1.76	90.3*	0.9	79.0*	-3.3
O=C(CSc1nnc(-c2ccccc2F)n1C1CCCCC1)N1CCCC1	2.0	1.1	6.1	0.6	-0.27	38.1	1.2	-5.3	4.4
COc1ccc(Cn2c(=O)[nH]c3cc(C(=O)NCCCN4CCCCC4)ccc3c2=O)cc1	4.0	1	12.8	0.7	0.29	31.2	1.5	2.5	9.2
CCOC(=O)c1c(C)[nH]c(C)c1-c1ccccc1OC	3.0	0.3	-1.6	0.6	0.91	39.8	1	66.7*	-11.0
COc1ccc(NC(=O)[C@H](CCS(C)(=O)=O)N2Cc3ccccc3C2=O)c(OC)c1	-4.0	0.9	-2.4	1.1	·	-6.3	1	6.0	-5.8
COc1cccc2cc(-c3nnc(SCC(=O)Nc4nc(C)cs4)n3C)oc12	-8.0	0.8	-4.9	0.9	0.23	12.7	1	19.1	-2.5
CCCc1nc2n[nH]c(N)c2c2c1COC(C)(C)C2	0.0	1	-4.5	0.9	-0.18	6.9	1.1	-1.5	5.0
Cc1cc(C)c(OCCCCNCc2ccccc2)c(Cl)c1	22.0	0.6	1.1	0.8	0.39	22.2	1	42.9	-6.4
CC1=C(C(N)=O)C(c2ccc(Cl)cc2)NC(=O)N1 (stereo not drawn)	5.0	·	-5.5	·	0.23	·	·	·	2.5
CC(C)CCn1c(CN2CCN(Cc3ccccc3)CC2)nc2c1c(=O)n(C)c(=O)n2C	-1.0	0.7	-2.8	0.7	1.51	29.5	1.8	26.3	-10.7

Two records picked at random from the list so far:
SMILES	E coli WT exp	CYP2C19 act	PostGolgi yeast	CYP2C9 act	PTK2B oligo ant	CYP2C9 inhib	PLAP activator	CYP2C19 inh	EphB4 ephrin blk
COC(=O)c1oc2ccc(Br)cc2c1NC(=O)CCN1CCOCC1	3.0	0.6	-3.8	0.4	0.34	55.2*	1.5	44.9	1.6
C=CCN1C(=O)CSc2ccc(C(=O)OCC)cc21	2.0	0.9	1.4	0.9	1.16	13.2	1	13.0	1.8

The listing continues:
SMILES	E coli WT exp	CYP2C19 act	PostGolgi yeast	CYP2C9 act	PTK2B oligo ant	CYP2C9 inhib	PLAP activator	CYP2C19 inh	EphB4 ephrin blk
Cc1ccc(S(=O)(=O)N2C(=O)CCC2C(=O)N2CCN(C)CC2)cc1 (stereo not drawn)	16.0	1	16.6	1.1	-0.22	-9.3	0.8	-3.5	4.8
CC(C)COc1ccc(C(=O)Nc2scc(-c3ccc(Cl)cc3Cl)c2C(N)=O)cc1	-10.0	0.7	-4.6	0.3	-0.85	67.3*	1	29.5	5.0
COc1cccc(/C=C2\N=C(c3c(-c4ccccc4)noc3C)OC2=O)c1OC	-4.0	0.8	-6.8	0.8	1.43	15.3	1.4	17.9	2.4
CCN1C(=O)/C(=C/c2ccc(C)s2)NC1=S	-4.0	0.6	-9.2	0.4	-0.22	58.7*	0.8	38.5	2.2
NC(=O)CNC1CC(=O)N(CCc2ccccc2)C1=O (stereo not drawn)	0.0	0.9	-12.4	0.9	0.28	6.7	1	13.5	3.9
CC(=O)Nc1nc(-c2ccc(Br)s2)cs1	-3.0	0.7	-3.1	0.8	0.14	23.8	0.5	28.1	-10.1
COC(=O)CSc1nnc(CNS(=O)(=O)c2ccc(Cl)cc2)n1C	-1.0	1.1	-3.7	0.9	-0.37	13.0	0.9	-12.9	2.6
CCN(CC)S(=O)(=O)c1cccc(NC(=O)Nc2cccc(C(F)(F)F)c2)c1	13.0	0.9	1.4	0.5	-2.46	45.1	0.9	10.0	1.1
COc1ccc(-c2nnc3sc(-c4ccco4)nn23)cc1OC	-9.0	0.9	-1.9	0.9	-0.66	10.6	1.4	11.7	-13.0
O=C(C1CC1)N1CCc2cc(Br)cc(S(=O)(=O)NC3CCCCC3)c21	4.0	0.9	-1.6	1	-0.53	-3.5	1.4	5.9	·
O=[N+]([O-])c1ccc(N2CCCC2)cc1N1CCCC1	3.0	0.8	2.6	1.2	-0.64	-16.6	0.5	21.0	-6.2
CN(CC(=O)Nc1ccc(C#N)cc1)Cc1ccc(Cl)cc1	23.0	0.1	-3.1	0.2	0.36	75.3*	0.9	89.4*	·
Cn1ccnc1Sc1nc(Nc2cccc(Cl)c2)nc(N2CCOCC2)n1	3.0	0.8	0.3	0.8	-1.85	20.0	1	23.2	-4.4
O=S(=O)(NCc1cccnc1)c1ccccc1	0.0	0.8	-1.4	1.1	0.75	-5.4	0.8	16.2	-10.8
O=c1c2cc(Cl)ccc2oc2nc3n(c(=O)c12)CCCS3	1.0	0.9	1.6	0.8	-0.15	24.1	1.6	12.0	12.3
Cc1cc(C)c2[nH]c(=O)c(C(c3nnnn3CC3CCCO3)N3CCCC(C)C3)cc2c1 (stereo not drawn)	-4.0	0.7	1.6	0.8	1.52	21.4	1.5	33.6	-2.3
O=C(Nc1ccc(F)cc1)C1CCCN(S(=O)(=O)c2cccc3cccnc23)C1 (stereo not drawn)	2.0	0.3	-11.2	1.7	·	-73.5	0.9	67.5*	6.0
CCn1c(SCC(=O)c2ccc(F)cc2)nnc1-c1ccoc1C	3.0	0.6	-0.5	0.7	0.09	30.6	0.9	37.5	1.3
O=C(O)CCCC(=O)Nc1ccccc1Br	-8.0	1.1	3.2	1.1	0.25	-6.3	0.9	-10.4	5.1
Oc1cnc2ccccc2c1CN1CCOCC1	6.0	·	0.0	·	-0.42	·	·	·	-5.3
Fc1ccc(/C=N/n2c(-c3cccs3)n[nH]c2=S)cc1	6.0	0.8	-1.0	0.8	1.36	21.0	1	19.5	-3.2
COc1ccc(C(O)c2nc3ccccc3s2)cc1 (stereo not drawn)	2.0	0.4	-1.9	0.6	·	39.2	0.9	61.8*	-7.3
CC(C)(C)NCC(O)COc1c(F)cc(Br)cc1F (stereo not drawn)	4.0	1.2	-2.2	1.1	-0.52	-6.5	0.9	-20.1	-0.9
Cc1nc2cc(CC(=O)O)ccc2o1	2.0	1.1	0.2	1	1.36	-4.8	0.8	-8.0	-1.9
CCN1C(=O)N(CC)C2C1N(C(C)=O)C(=O)N2C(C)=O (stereo not drawn)	2.0	·	1.0	·	0.28	·	·	·	0.8
Later entries:
SMILES	E coli WT exp	CYP2C19 act	PostGolgi yeast	CYP2C9 act	PTK2B oligo ant	CYP2C9 inhib	PLAP activator	CYP2C19 inh	EphB4 ephrin blk
O=c1[nH]c(=O)n(Cc2ccco2)c2c1C(C(F)(F)F)(C(F)(F)F)N=C(c1ccc(F)cc1)N2	-15.0	1.1	-1.8	0.6	-1.34	36.4	1.5	-11.6	2.6
COc1ccc(-n2c(Cc3cccn3C)nnc2SCC(=O)NC2CCCCC2)cc1	7.0	0.8	4.0	0.8	·	22.3	1.4	22.6	·
O=C(CCCN1Cc2ccccc2C1)c1ccc(F)cc1	18.0	0.5	-1.9	1	2.17	-4.0	0.9	46.2	4.8
Cc1ccc(/C=C/C(=O)c2nc3ccccc3[nH]2)cc1	-6.0	0.7	8.1	0.8	-0.55	17.8	1	33.0	0.3
Cc1c(N=Cc2ccc(-c3ccc(Cl)cc3)o2)c(=O)n(-c2ccccc2)n1C	15.0	0.4	-2.9	0.8	1.51	18.4	0.9	59.1*	·
CCN(Cc1ccccc1)S(=O)(=O)c1ccc(S(=O)(=O)N2CCN(CCC#N)CC2)cc1	-5.0	1.3	4.6	1	·	-2.7	1.1	-25.5	·
Cc1cccc(NC(=O)c2sc3nc(-c4ccc(F)cc4)cn3c2C)n1	-10.0	1	-16.9	0.8	-0.11	24.6	1.2	4.1	-5.2
CCc1ccccc1NC(=O)c1cc(C2CC2)on1	1.0	0.7	-7.7	2.4*	·	-140.8	1.1	35.0	·
Cc1ccccc1Nc1nnc(SCc2cc(=O)n3ccsc3n2)s1	1.0	0.9	7.2	0.8	-0.53	19.9	1.1	11.5	-2.3
O=C(Cc1c[nH]c2ccccc12)N1CCc2ccccc21	13.0	0.1	-15.3	0.2	0.91	77.3*	1.3	91.6*	5.7
COc1ccc(C(=O)N2CCN(c3c(C)cccc3C)CC2)cc1OC	7.0	0.6	-1.6	0.8	·	21.1	1.6	39.3	5.7
COC(=O)c1ccccc1NC(=O)C1CC(c2ccccc2O)=NO1 (stereo not drawn)	-6.0	0.9	-5.2	1.2	-2.49	-20.2	0.9	9.4	2.2
COc1ccc(C(=O)/C=C/c2ccc(F)cc2)c(OC(=O)c2ccc([N+](=O)[O-])cc2)c1	-17.0	0.8	-1.7	0.9	-2.38	12.5	0.9	23.3	-0.6
O=c1[nH]c2ccc(Cl)cc2c(-c2ccccc2)c1N1CCOCC1	-2.0	1.1	-2.4	0.9	·	6.9	1.2	-6.6	·
CC(C)N1C(=O)C2C(C(=O)NCc3ccccc3)C3C=CC2(O3)C1C(=O)NC(C)(C)C (stereo not drawn)	0.0	1	6.4	0.9	-0.27	5.5	1.1	1.5	0.0
CN(CP(=O)(O)CN(C)S(C)(=O)=O)S(C)(=O)=O	-1.0	0.9	-1.4	1	0.47	0.8	1	7.1	-6.3
Cc1occc1-c1nnc(SCC(=O)c2c(N)n(Cc3ccccc3)c(=O)n(C)c2=O)n1C	5.0	0.9	-0.3	0.9	0.61	13.0	0.9	12.8	7.0

High-throughput results deposited in PubChem by several laboratories.
